Bioassay records deposited in PubChem by several laboratories.
Ba/F3 V617F tox – reduced viability of JAK2V617F-dependent Ba/F3 cells, primary screen, JAK2V617F inhibitor project, cell-based, Ba/F3 EpoR-JAK2V617F, luminescence; inhibition, % at 5.6 µM; ATP luminescence; 220,000 compounds, 1.1% hits;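 active = inhibition above the campaign mean plus 3 SD over all tested compounds, cut at about 24% in these data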;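 note: cytokine-independent growth of Ba/F3 cells driven by EpoR plus mutant JAK2; 0% = DMSO-treated cells and 100% = JAK inhibitor I control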
BaF3 tox – parental Ba/F3 cell viability inhibition, counter-screen for JAK2V617F inhibitor project, murine pro-B, CellTiter-Glo luminescence; CellTiter-Glo ATP luminescence; inhibition, % at 5.6 µM; AID 1486, 2009; 220,000 compounds, 1.1% hits;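 active = inhibition above a per-campaign cutoff, the mean inhibition of all tested compounds plus 3 SD, cut at about 27% in these data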;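 note: 0% = DMSO wells and 100% = JAK Inhibitor I control wells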
eIF4E 4G PPI – eIF4E–eIF4G protein interaction inhibitors, primary screen, biochemical, uHTS, TR-FRET, eIF4GI fragment | Eukaryotic translation initiation factor 4E (Mus musculus) + Eukaryotic translation … | TR-FRET eIF4E-eIF4GI(517-606) binding, 2 h | inhibition, % at 21.7 µM | 220,000 compounds, 0.37% hits | AID 782, 2007;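 active = inhibition above about 30%, limit read from the data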;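 note: 0% = full FRET control wells and 100% = background wells lacking eIF4GI fragment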
S1P4 ag – S1P4 receptor agonists, primary screen, cell-based | AID 1509, 2009 | Sphingosine 1-phosphate receptor 4 (Homo sapiens), O95977 | 220,000 compounds, 0.35% hits | S1P4-expressing cell line, agonist reporter assay | activation, % at 4.98 µM; in the data active = activation above about 11%;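 note: 0% = DMSO vehicle and 100% = reference agonist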
S1P4 antagonist – S1P4 receptor antagonists, primary screen, cell-based. inhibition, % at 4.98 µM. S1P4-expressing cells, antagonist mode, reporter read-out. AID 1510, 2009. 220,000 compounds, 0.26% hits. Sphingosine 1-phosphate receptor 4 (Homo sapiens), O95977; in the data active = inhibition above about 29%;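 note: 0% = wells stimulated with agonist and 100% = vehicle wells without agonist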
MDM2 E3 inh – MDM2-luciferase reporter signal enhancers, primary screen, MDM2 E3 ligase inhibitor project, cell-based, luminescence, 1536-well | E3 ubiquitin-protein ligase Mdm2 (Homo sapiens), Q00987 | cell-based MDM2 ubiquitination luciferase reporter, 2 h; 0 = plate control, 100 = twice control, blank-subtracted | signal enhancement, % at 5 µM | 210,000 compounds, 0.11% hits;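 active = signal enhancement of 30% or more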;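 note: luminescence tracks abundance of the self-degrading MDM2-luciferase fusion protein; higher signal means inhibition of MDM2 E3 ligase activity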
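Test system: stable mammalian line carrying autodegrading MDM2–luciferase fusion reporter; quantity: 2000 cells in each well; times: 4 h cell settling then 2 h compound exposure, 37 °C; detection: luminescence with SteadyLite reagent, 15 min at room temperature; evaluation: percent signal gain over controls, blank-subtracted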
PERK inhibitor – block of dimerizer-induced PERK translation repression, primary screen, PERK inhibitor project, CHO PERK-DD cells, SEAP luminescence, HTS; AID 1416, 2008; Eukaryotic translation initiation factor 2-alpha kinase 3 (Homo sapiens), Q9NZJ5; CHO PERK-DD fusion, SEAP luminescence translation reporter; inhibition, % at 5.6 µM; 220,000 compounds, 0.17% hits;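 active = inhibition above the mean inhibition of all tested compounds plus 3 SD, set separately per screening campaign, cut at about 2.9% in these data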;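 note: PERK kinase domain activated by AP20187 dimerizer at 100 nM; 0% = DMSO with dimerizer and 100% = rapamycin at 8.4 µM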
NPY-Y2 PAM-ag – NPY-Y2 potentiators or agonists, primary screen, cell-based. Neuropeptide Y receptor type 2 (Homo sapiens), P49146. cells expressing NPY-Y2, potentiator/agonist read-out. activation, % at 3.6 µM. 220,000 compounds, 0.45% hits. AID 1359, 2008; in the data active = activation above about 27%;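 note: cells stimulated with NPY near EC25 plus isoproterenol at EC100; 0% = vehicle plus submaximal agonist and 100% = vehicle plus saturating agonist; some results beyond the cut were filed as inactive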
Target sequence (P49146 whole entry, looked up): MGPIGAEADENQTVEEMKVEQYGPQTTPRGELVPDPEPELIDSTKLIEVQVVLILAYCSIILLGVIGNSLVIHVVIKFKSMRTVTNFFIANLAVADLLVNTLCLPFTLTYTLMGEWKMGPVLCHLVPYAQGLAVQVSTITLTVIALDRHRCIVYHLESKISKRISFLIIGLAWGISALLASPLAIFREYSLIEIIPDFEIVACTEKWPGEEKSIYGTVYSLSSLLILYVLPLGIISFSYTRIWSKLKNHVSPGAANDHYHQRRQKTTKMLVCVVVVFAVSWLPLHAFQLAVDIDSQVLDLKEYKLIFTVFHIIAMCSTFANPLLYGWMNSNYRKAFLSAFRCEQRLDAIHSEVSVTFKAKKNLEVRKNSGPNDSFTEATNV
Wee1 stabilizer – Wee1 degradation inhibitors, primary screen, cell-based, HeLa, Wee1K328M-luciferase, luminescence | Wee1-like protein kinase (Homo sapiens), P30291 | HeLa Luc-Wee1K328M stability; 100% = proteasome inhibitor MG132 effect | reporter increase, % at 5 µM | 220,000 compounds, 1.2% hits;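 active = activation above the mean of all tested compounds plus 3 SD, set per screening run, cut at about 8.8% in these data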;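 note: cells exposed to compound for 20 h before luminescence read; 0% = DMSO alone and 100% = MG132 at 30 µM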
Target sequence (P30291 whole entry K328M): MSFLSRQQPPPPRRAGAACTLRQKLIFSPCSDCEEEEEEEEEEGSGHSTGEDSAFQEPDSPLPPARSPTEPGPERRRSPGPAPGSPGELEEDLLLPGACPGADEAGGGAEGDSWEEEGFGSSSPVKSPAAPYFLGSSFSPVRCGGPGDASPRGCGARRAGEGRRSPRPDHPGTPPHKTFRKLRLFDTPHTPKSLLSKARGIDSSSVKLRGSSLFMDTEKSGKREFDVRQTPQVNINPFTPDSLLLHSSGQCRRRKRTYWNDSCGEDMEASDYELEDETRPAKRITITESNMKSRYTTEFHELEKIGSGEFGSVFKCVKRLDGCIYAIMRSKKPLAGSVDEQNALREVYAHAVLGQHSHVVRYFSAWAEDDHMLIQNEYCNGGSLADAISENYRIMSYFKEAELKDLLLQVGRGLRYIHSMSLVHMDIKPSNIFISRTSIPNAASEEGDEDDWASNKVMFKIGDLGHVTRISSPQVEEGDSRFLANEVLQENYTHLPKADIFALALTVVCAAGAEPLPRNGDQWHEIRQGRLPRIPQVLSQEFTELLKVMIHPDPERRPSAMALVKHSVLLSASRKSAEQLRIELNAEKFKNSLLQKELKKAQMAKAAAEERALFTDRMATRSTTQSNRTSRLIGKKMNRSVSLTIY
An asterisk follows results filed as active; / = no result given; & = joins results of further samples; ! = not confirmed by another sample; [ ] = dose if it differs, or a comment.

Structure	Ba/F3 V617F tox	BaF3 tox	eIF4E 4G PPI	S1P4 ag	S1P4 antagonist	MDM2 E3 inh	PERK inhibitor	NPY-Y2 PAM-ag	Wee1 stabilizer
N#CC1(c2ccccc2)CCN(C2CC(=O)N(c3ccc4c(c3)OCO4)C2=O)CC1 (stereo not drawn)	2	7	-1	-0.1	6	-6	1.3	14	0
O=C1NC(=O)N(c2ccccc2)C(=O)/C1=C/c1ccc(Sc2ccccc2)o1	-1	1	8	-0.2	-14	-2	0.9	-11	0
COc1cc(C(CN)CC(=O)O)ccc1O (stereo not drawn)	2	-1	-3	2.3	1	-10	1.1	-32	6
O=c1[nH]c(=O)n(Cc2ccccc2)c(O)c1/C=C1\C=Nc2ccccc21	-3	4	10	-1.1	17	-10	-0.1	6	0
Cc1nc2ccccc2c(=O)n1-c1ccc(F)cc1F	0	-1	-8	1.0	-9	11	0.2	-1	4
O=[N+]([O-])/C=C1\NCCN1Cc1ccc(Cl)nc1	2&-3	4&0	-1&19	0.7&1.5	-9&-8	-6&6	0.2&1.5	17&15	9.6*!
CCOc1ccccc1OCC(=O)Nc1ccc(Cl)cc1C(=O)c1ccccc1	-7	0	2[fluorescence artefact?]	-2.3	5	-5	-0.8	-28	-2
CCc1nc2ccccc2c(=O)n1-c1ccc2ccccc2c1	-3	4	2	-1.7	4	4	-0.4	9	3
Cc1c(NP(=O)(C(C)(C)C)C(C)(C)C)c(=O)n(-c2ccccc2)n1C	3	10	-1	2.1	-14	-15	0.0	-3	-2
O=C(CN1CCCCC1)NCC(=O)Nc1ccc(Br)cc1C(=O)c1ccccc1	6	6	9	0.7	-1	28	-1.4	-16	-1
c1ccc2c(CN3CCCCCCC3)c[nH]c2c1	49*	38*	/	-0.1	21	-9	0.8	-7	-4
CCC(C)N=Cc1c(O)n(-c2ccccc2)c(=O)[nH]c1=O (stereo not drawn)	-4	1	1[fluorescence artefact?]	-0.5	-8	-6	-0.2	10	0
OC(c1ccc(F)cc1)C(c1ccccc1)N1CCOCC1 (stereo not drawn)	-1	4	-1	-0.3	-8	-7	-0.4	-2	1
Cc1nn(Cc2ccccc2)c(Cl)c1C(=O)NC1CCCc2ccccc21 (stereo not drawn)	4	8	2	1.8	24	-12	-1.4	-2	1
O=C(c1cc2ccccn2n1)N1CCC2(CC1)OCCO2	1	2	-4	1.8	-8	3	1.9	12	5
CC(=O)N1CCC(N2CCCC(C(=O)c3cccc(Cl)c3)C2)CC1 (stereo not drawn)	-1	1	-3	-0.3	-4	-12	0.9	7	2
COc1cc(CN2CCCC(C(=O)c3sccc3C)C2)cc(Cl)c1O (stereo not drawn)	-5	-1	2	5.5	3	9	-0.5	1	-2
Cc1cc(OC(=O)N(C)C)n(-c2ccccc2)n1	-1	-2	-2	0.5	-6	-8	1.5	-3	-2
O=C(NC1CONC1=O)OCC(Cl)(Cl)Cl (stereo not drawn)	0	6	5	2.2	-7	-7	1.0	-19	-1
CC(C(N)=O)N1CC(c2ccccc2)CC1=O (stereo not drawn)	3	5	3	1.0	-2	-11	1.7	-8	1

(list continues)
Structure	Ba/F3 V617F tox	BaF3 tox	eIF4E 4G PPI	S1P4 ag	S1P4 antagonist	MDM2 E3 inh	PERK inhibitor	NPY-Y2 PAM-ag	Wee1 stabilizer
CCc1ccc(N2C(=O)NC(=O)/C(=C/c3cccn3CCOc3ccc(C)cc3)C2=O)cc1	-4	8	-1	1.8	-10	-3	0.5	4	-1
COc1ccccc1-n1c(O)c(C=NCCN2CCNCC2)c(=O)[nH]c1=O	5	8	10	-0.8	-5	-11	0.8	-7	1
CC(=O)N1N=C2C3CCN(CC3)C2C1c1ccc(F)cc1 (stereo not drawn)	-2	0	1	0.2	-1	-8	1.7	14	4
C[n+]1c(-c2ccccc2)cc(-c2ccc(O)cc2)cc1-c1ccccc1	-2	7	0	0.4	-18	-13	0.9	4	-3
Nc1c(C(=O)NC2CCCC2)c2nc3ccccc3nc2n1CC1CCCO1 (stereo not drawn)	-1	4	2	5.5	-24	-13	-0.6	-1	6
CCOP(=S)(OCC)N1CCOCCOCCN(P(=S)(OCC)OCC)CCOCCOCC1	2	7	3	-2.0	1	7	0.1	-7	-1
CCOC(=O)c1c(C)n(C(C)C)c2ccc(OC)cc12	1	7	1	1.5	0	-9	-1.2	3	-3
CCNCC1(c2ccc(OC)c(OC)c2)CCCC1	-2	6	11	-1.0	-10	-24	0.6	-1	0
O=C(c1ccccc1)C1NC1c1ccccc1 (stereo not drawn)	-2	0	-4	1.4	-17	-10	0.7	-2	-2
CCCNc1nc(OC)nc(N2CC3CC(C2)c2cccc(=O)n2C3)n1 (stereo not drawn)	-1	8	1	1.5	17	-16	0.8	7	-2
CC1=[N+]([O-])C2(N)CCc3nonc3C2(O)C1 (stereo not drawn)	1	9	3[fluorescence artefact?]	-0.1	-13	-11	0.9	2	2
Cc1cc(C(=O)Nc2ccc3c(c2)OCCO3)nn1C(C)(C)C	1	2	-1	1.8	12	-1	0.2	-24	-1
O=C(O)c1cn(Cc2ccccc2)nc1-c1ccccc1	4	3	2	-1.7	-17	-13	1.4	-31	5
O=C(Nc1ccc2ccccc2c1)N1C[C@H]2C[C@@H](C1)c1cccc(=O)n1C2	-2	1	-2	-1.1	-4	0	0.0	22	-3
COc1ccccc1OCC#CCN1CCCCCC1	-2	4	1	0.8	-5	/	0.7	-6	3
C=C1C/C(=C/C)C(=O)O[C@@H]2CCN3CC=C(COC(=O)[C@]1(C)O)[C@H]23	-2	-9	-2	-0.4	2	/	0.9	-4	0
O=c1[nH]c(CN2CC=C(c3ccccc3)CC2)nc2scc(-c3cccs3)c12	-5	-3	-4	0.8	0	-10	0.2	-12	8
O=c1[nH]c(=O)n(-c2ccccc2)c(O)c1/C=C/C=Nc1ccccc1	-1	2	4	2.9	-14	-8	0.0	5	4
C=C1C[C@@H]2[C@H](CC[C@]3(C)C(=O)CC[C@@H]23)[C@@]2(C)C=CC(=O)C=C12	-2	-3	1	1.6	15	/	0.7	-14	2
O=C(O)C(O)(c1ccccc1)C1CCCC1 (stereo not drawn)	-2	3	-13	0.1	0	-10	1.6	0	0

(list continues)
Structure	Ba/F3 V617F tox	BaF3 tox	eIF4E 4G PPI	S1P4 ag	S1P4 antagonist	MDM2 E3 inh	PERK inhibitor	NPY-Y2 PAM-ag	Wee1 stabilizer
COc1ccc(N2C(=O)NC(=O)/C(=C\c3ccc([N+](=O)[O-])s3)C2=O)cc1	2	4	5	-0.1	1	2	-0.4	-1	-3
CC(=O)Cc1c[nH]c2ccccc12	-4	1	97*	0.7	2	-13	0.9	0	1
Cc1n[nH]c(C)c1CCN	-1	1	0	-0.2	-18	-8	-0.3	-3	1
N#Cc1c(N2CCNCC2)nc(-c2ccco2)c2c1CCCC2	2	1	-1	1.6	-14	-9	-0.6	24	0
O=C1/C(=C/c2ccccc2Cl)N2CCC1CC2	-2	-2	2	1.0	15	-8	-1.1	4	1
O=C(Cc1ccccc1)OCCN1CCOCC1	-1	7	15	0.4	-11	0	1.0	11	-1
O=CC(Br)P(=O)(N1CCOCC1)N1CCOCC1 (stereo not drawn)	-5	-1	5	1.6	-4	-5	0.9	-3	-1
CCOC(=O)C(O)(c1cn(C)c2ccccc12)C(F)(F)F (stereo not drawn)	6	5	-2	-0.2	-2	-11	1.2	-10	-1
O=C1NC(=O)N(Cc2ccc(F)cc2)C(=O)/C1=C/c1cccs1	-1	4	4	0.2	0	-11	1.2	10	3
Cc1cccc(OP(N)(N)=O)c1C	-1	1	3	-0.2	-1	3	-0.6	1	-2
CCCCCCC[n+]1ccc(-c2cc[n+](CCCCCCC)cc2)cc1	95*	93*	2	0.6	-11	-16	0.2	12	3
COc1ccc(C=O)cc1O	-1	7	3[fluorescence artefact?]	0.0	0	/	-0.3	5	-2
CC(C)NS(=O)(=O)c1ccc(OCC(=O)N2CCN(Cc3ccccc3)CC2)cc1	1	5	/	0.5	3	/	-0.5	2	-5
Cc1ccc(-c2nc3ccc(Cl)cc3n2OC(=O)N(C)C)cc1	-1	4	-11	-4.6	-6	-3	-1.8	-12	1
CCCCCCNc1nc(OC)nc(N2CC3CC(C2)c2cccc(=O)n2C3)n1 (stereo not drawn)	-3	-4	-1	0.9	-23	-9	-0.3	11	3
CCCCOCCCn1c(N)c(C(=O)OCCOC)c2nc3ccccc3nc21	2	5	/	1.3	-6	-7	-0.3	-12	-1
O=c1[nH]c(=O)n(C2CCCCC2)c(O)c1C=NCCCn1ccnc1	-1	10	1	0.1	-12	-5	1.0	14	1
CCCCCn1c(=O)c(C(=O)Nc2c(C)n(C)n(-c3ccccc3)c2=O)c(O)c2ccccc21	2	7	-7	1.3	-8	-8	2.6	-8	0
CCCCNC(=S)N1CCn2cccc2C1c1cccnc1 (stereo not drawn)	-3	1	-3	1.9	0	-4	0.0	0	-2
CCCCCCCSc1cc(OC)c(CCNC)cc1OC	2	8	-3	1.0	-12	-2	0.1	-7	4

Next part
Structure	Ba/F3 V617F tox	BaF3 tox	eIF4E 4G PPI	S1P4 ag	S1P4 antagonist	MDM2 E3 inh	PERK inhibitor	NPY-Y2 PAM-ag	Wee1 stabilizer
O=C1CC(c2cccnc2)=NN1c1ccccc1	-5	0	2	2.8	-11	-4	1.6	3	2
CCOC(=O)CN1C(=O)C2(C(C#N)=C(N)Oc3ccccc32)C(C(=O)OC)=C1C (stereo not drawn)	-3	3	-2	1.0	-12	-10	0.0	10	0
CN1C(=O)C(Cc2cccc3ccccc23)C(=O)N(C)C1=O	-1	5	8	1.1	1	6	2.0	1	0
Cc1ccc(S(=O)(=O)N2CCCC2c2cccnc2)cc1 (stereo not drawn)	1	0	5	1.2	3	-6	0.3	-11	4
O=c1c2ccccc2nc(N2CCCC2)n1-c1ccccc1	-5	0	8	-0.4	7	-11	1.1	-12	-2
Cc1c2cnn(CC(=O)N3CCC4(CC3)OCCO4)c(=O)c2c(C)n1Cc1ccccc1F	-3	4	-1	-0.4	8	-4	0.4	-2	0
CCOC(=O)C(O)(c1ccc(N)c(OC)c1)C(F)(F)F (stereo not drawn)	-1	2	4	-0.6	3	12	-0.2	-4	2
CCOc1ccc(N=Cc2c(O)n(-c3cc(C)cc(C)c3)c(=O)[nH]c2=O)cc1	-8	1	7	-0.5	-18	-16	0.3	-17	-2
CCN1C(=O)C(=Cc2cc(C)n(C3CC3)c2C)C(=O)N(CC)C1=S	-1	3	2	-1.0	-9	/	-0.1	11	2
O=C1/C(=C/c2ccc3c(c2)OCO3)N2CCC1CC2	-2	5	3	1.8	-9	-16	0.9	-10	3

These rows are one share of the data; count on the stated rates, not on these rows.
